# APOBEC3A inh: APOBEC3A ssDNA deaminase inhibitors, primary screen, selectivity assay for APOBEC3G inhibitor project, biochemical, FAM/TAMRA oligo cleavage fluorescence; 0.41% of 330,000 active; recombinant A3A, FAM/TAMRA ssDNA deamination fluorescence; AID 493011, 2011; inhibition, % at 20 µM; DNA dC->dU-editing enzyme APOBEC-3A (Homo sapiens), P31941;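 active means at least 40% inhibition at 20 µM here, with at most 30% in a related deaminase screen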;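 further: plate controls were A3A with DMSO for no effect and wells lacking A3A enzyme for full effect; some results filed as inactive read as strong as hits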
# Target sequence (P31941 whole entry, looked up): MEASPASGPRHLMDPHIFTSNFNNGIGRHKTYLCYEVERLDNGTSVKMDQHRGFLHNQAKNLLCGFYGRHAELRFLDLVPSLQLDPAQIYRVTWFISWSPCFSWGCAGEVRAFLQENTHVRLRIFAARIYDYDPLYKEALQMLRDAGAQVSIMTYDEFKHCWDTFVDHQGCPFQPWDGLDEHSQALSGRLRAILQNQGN
# HKDC1 inh: HKDC1 hexokinase inhibitors, primary screen, biochemical, fluorescence, uHTS. recombinant HKDC1, G6PDH/diaphorase resazurin coupled fluorescence. Q2TB90. inhibition, % at 20 µM. 0.16% of 340,000 active;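 active means inhibition above about 35% when tested at 20 µM, limit read from the data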;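 further: plate controls were DMSO wells with enzyme for no effect and DMSO wells lacking enzyme for full effect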
# Target sequence (Q2TB90 whole entry, looked up): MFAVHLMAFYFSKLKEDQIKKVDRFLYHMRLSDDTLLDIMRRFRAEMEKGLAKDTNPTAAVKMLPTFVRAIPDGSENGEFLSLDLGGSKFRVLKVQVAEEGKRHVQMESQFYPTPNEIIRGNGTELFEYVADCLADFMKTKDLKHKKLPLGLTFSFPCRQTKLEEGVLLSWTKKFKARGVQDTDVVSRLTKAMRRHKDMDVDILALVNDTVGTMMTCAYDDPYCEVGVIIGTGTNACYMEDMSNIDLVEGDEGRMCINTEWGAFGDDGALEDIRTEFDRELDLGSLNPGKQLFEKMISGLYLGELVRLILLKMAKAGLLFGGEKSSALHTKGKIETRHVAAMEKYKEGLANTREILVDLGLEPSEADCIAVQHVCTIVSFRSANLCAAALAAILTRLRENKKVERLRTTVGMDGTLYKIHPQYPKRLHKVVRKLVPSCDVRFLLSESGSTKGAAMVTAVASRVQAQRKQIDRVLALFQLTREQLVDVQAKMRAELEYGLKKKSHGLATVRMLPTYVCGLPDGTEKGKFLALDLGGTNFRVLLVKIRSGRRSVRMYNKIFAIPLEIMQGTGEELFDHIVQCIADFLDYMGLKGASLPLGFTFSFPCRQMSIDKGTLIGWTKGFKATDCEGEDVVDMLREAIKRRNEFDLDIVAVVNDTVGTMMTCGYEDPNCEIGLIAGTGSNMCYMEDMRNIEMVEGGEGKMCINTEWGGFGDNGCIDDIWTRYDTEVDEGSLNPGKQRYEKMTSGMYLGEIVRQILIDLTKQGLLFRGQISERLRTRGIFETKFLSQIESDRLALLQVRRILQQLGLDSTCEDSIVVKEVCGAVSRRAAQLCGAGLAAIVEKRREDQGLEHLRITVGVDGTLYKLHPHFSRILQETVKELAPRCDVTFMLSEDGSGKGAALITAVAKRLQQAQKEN
#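 Material – in-house recombinant HK5 (HKDC1) enzyme · Quantity – HKDC1 at 5 µg/mL · Buffer or medium – pH 8.0 Tris buffer with 10 mM MgCl2 · Reagent – glucose with 1 mM ATP · Dosing – single 20 µM dose · Times – reaction time 90 min, room temperature, protected from light · Technique – resorufin fluorescence at 613 nm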
# mIAP block: inhibitors of mouse IAP, primary screen, biochemical, luminescence, uHTS; purified mouse IAP, CDP-Star luminescence, 30 min; inhibition, % at 10 µM; 0.2% of 330,000 active; AID 2806, 2010;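 active means inhibition of at least 40% at 10 µM in the primary screen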;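 further: plate controls were DMSO with enzyme for no effect and no enzyme wells for full effect; values of inactives mirror those of a sister screen read the other way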
# mIAP act: activators of mouse IAP, primary screen, biochemical, luminescence, uHTS; intestinal alkaline phosphatase [Mus musculus]; muIAP, CDP-Star luminescence, 30 min; active compounds read high; 1 = vehicle-only enzyme signal, 0 = enzyme-free wells; activation factor at 10 µM; 0.24% of 330,000 active; AID 2805, 2010;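 active means activation factor of at least 2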; further: the source names both 10 and 20 µM as test concentration; values of inactives mirror those of a sister screen read the other way
#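 Assay system: mouse IAP enzyme / Compound: DMSO-dissolved test compounds / Timing: 30 min, room temperature / Measured by: luminescence from enzymatic CDP-Star hydrolysis / Control set: DMSO-only wells, enzyme-free buffer wells as negative control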
# hIAP act: human IAP activators, primary screen, biochemical, luminescence, uHTS; purified human IAP, CDP-Star luminescence, 30 min; active compounds read high; 1 = vehicle-only enzyme, 0 = enzyme-free background; Intestinal-type alkaline phosphatase (Homo sapiens), P09923; 0.16% of 330,000 active; activation factor at 10 µM;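 active means activation factor of the enzyme at least 2-fold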; further: the source names both 10 and 20 µM as test concentration; values of inactives mirror those of a sister screen read the other way
# PfGluPho inh: PfG6PD enzyme inhibitors, primary screen, biochemical, fluorescence intensity, uHTS. inhibition, % at 20 µM. PfGluPho enzyme, NADPH resazurin-diaphorase fluorescence. 0.78% of 350,000 active. AID 504690, 2011;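 active means inhibition reaching at least a set limit at 20 µM in the primary screen, cut at about 59% in these data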;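 further: 0% = DMSO wells with substrate and 100% = DMSO wells lacking glucose-6-phosphate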
# hIAP block: human IAP inhibitors, primary screen, biochemical, luminescence, uHTS; 0.12% of 330,000 active; purified IAP, CDP-Star luminescence, 30 min; inhibition, % at 10 µM; Intestinal-type alkaline phosphatase (Homo sapiens), P09923; AID 2544, 2010;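 active means inhibition reaching a set limit with compound at 10 µM in the primary screen, cut at about 35% in these data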;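 further: plate controls were DMSO wells with enzyme for no effect and no-enzyme buffer wells for full effect; values of inactives mirror those of a sister screen read the other way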
# ATG4B inhibitor: ATG4B protease inhibitors, primary screen, biochemical, fluorescence, uHTS | Cysteine protease ATG4B (Homo sapiens), Q9Y4P1 | ATG4B cleavage of LC3-PLA2, NBD-HPC fluorescence, 1 h | inhibition, % at 8.33 µM | 0.51% of 340,000 active | AID 504462, 2011; in the data active means inhibition above about 40%
# * marks the source's active call; other numbers are inactive results; / = no result given.
# A first look:
SMILES,APOBEC3A inh,HKDC1 inh,mIAP block,mIAP act,hIAP act,PfGluPho inh,hIAP block,ATG4B inhibitor
CN(C)C(=O)OCC1COc2ccccc2O1 (stereo not given),-3,-5,-4,1,0.95,-6,5,2
CNc1c([N+](=O)[O-])cnn1-c1cccc(Cl)n1,0,-5,7,0.93,1.1,-17,-12,-2
CCCCNC(=O)C(=O)NC(C)CCc1ccccc1 (stereo not given),-5,-3,12,0.88,1,0,-3,0
O=C1Nc2ccc(S(=O)(=O)N3CCCC3C(=O)O)c3cccc1c23 (stereo not given),-6,7,-11,1.1,1.2,21,-18,-7

# All compounds of this part, previewed entries included:
SMILES,APOBEC3A inh,HKDC1 inh,mIAP block,mIAP act,hIAP act,PfGluPho inh,hIAP block,ATG4B inhibitor
CN(C)C(=O)OCC1COc2ccccc2O1 (stereo not given),-3,-5,-4,1,0.95,-6,5,2
CNc1c([N+](=O)[O-])cnn1-c1cccc(Cl)n1,0,-5,7,0.93,1.1,-17,-12,-2
CCCCNC(=O)C(=O)NC(C)CCc1ccccc1 (stereo not given),-5,-3,12,0.88,1,0,-3,0
O=C1Nc2ccc(S(=O)(=O)N3CCCC3C(=O)O)c3cccc1c23 (stereo not given),-6,7,-11,1.1,1.2,21,-18,-7
CCOC(=O)C1(Cc2ccccc2C)CCCN(S(=O)(=O)CC)C1 (stereo not given),-5,-4,-4,1,0.9,15,10,-11
O=C(Nc1ccccc1)c1cc([N+](=O)[O-])ccc1Cl,-3,-3,10,0.9,1,5,-2,0
Cn1cnnc1Sc1nc([N+](=O)[O-])nn1C,0,2,-11,1.1,0.99,10,1,-5
CCn1c(SCC(=O)NNC(=O)c2ccccc2)nnc1-c1ccncc1,2,5,18,0.82,1,-5,-4,-2
COc1ccc(CNC(=O)C2CCCN2C)cc1OC (stereo not given),-2,-8,-6,1.1,1,-5,-3,3
CCN(CC(=O)NCc1ccc(F)cc1)C(=O)C(C)Oc1cccc(Cl)c1 (stereo not given),-1,-5,6,0.94,1.1,8,-9,-26
CC(C)C(NC(=O)c1ccc(F)cc1)C(=O)Nc1cccnc1 (stereo not given),-1,-8,1,0.99,1,8,-3,-5
CC(C)NC(=O)N(Cc1ccc(Cl)cc1)Cc1cccs1,0,-4,-12,1.1,1.5,3,-47,-1
COc1ccc(/C=C(/NC(=O)/C=C/c2ccccc2)C(=O)NCCCCCC(=O)O)cc1,-4,-3,-3,1,1.2,-23,-22,7
COCCNC(=O)C(c1ccccc1F)N(C(=O)C(=O)NC1CCCC1)C1CCCCC1 (stereo not given),0,1,0,1,1,-3,0,-1
CCn1c(CC(=O)Nc2cccc(OC)c2)nnc1SCC(=O)N1CCN(c2ccccc2)CC1,2,-6,6,0.94,0.76,-12,24,-4
CC(=O)Nc1ccc(NC(=O)C(C)OC(=O)CNC(=O)c2cccs2)cc1 (stereo not given),6,-2,-2,1,0.92,6,8,1
CCOc1ccc(NC(=O)C2CCCN(S(=O)(=O)c3ccc(-n4cnnn4)cc3)C2)cc1 (stereo not given),-4,2,-5,1,1,3,-5,-5
CN(C)S(=O)(=O)c1ccc(C(=O)NCCC(=O)N2CCCC2)cc1,-5,-6,1,0.99,1.1,13,-14,-1
COc1cccc(CNC(=O)Cn2nc(C)c([N+](=O)[O-])c2C)c1,-7,0,3,0.97,0.9,-6,10,2
CCOC(=O)/C(C#N)=C/c1cc(C)n(-c2ccc(C)cc2)c1C,-4,-3,13,0.87,0.85,-14,15,-2
COc1cccc(-c2sc3ccc(OC)cc3c2-c2ccc(OCCN3CCOCC3)cc2)c1,0,1,4,0.96,0.94,7,6,-5
Cc1ccc(C(=O)N2CCN(c3ncnc4c3cnn4-c3ccccc3)CC2)cc1,0,/,-2,1,0.89,/,11,/
CC(C)CN1CCN(Cc2cccn2-c2ccccn2)CC1CCO (stereo not given),2,-6,0,1,1.1,16,-7,-14
Cn1c(CNC(=O)c2ccccc2)nnc1SCC(=O)N1CCN(c2ccccc2)CC1,-3,1,-4,1,0.98,-11,2,-19
OC1CN=C2CCCc3c2n(c2ccc(Cl)cc32)C1 (stereo not given),2,-3,5,0.95,1,-1,-4,-1

# Later entries.
SMILES,APOBEC3A inh,HKDC1 inh,mIAP block,mIAP act,hIAP act,PfGluPho inh,hIAP block,ATG4B inhibitor
COc1ccc(/C=C2\C(=O)N(Cc3ccc(F)cc3)CC(=O)N2Cc2ccccc2)cc1,-4,-2,6,0.94,0.94,1,6,-3
CCOc1ccc(N2CC(C(=O)Nc3ncccc3C)CC2=O)cc1 (stereo not given),-3,-4,9,0.91,0.92,20,8,-3
CCc1nnc(NC(=O)c2ccc(COc3cccc(C)c3)o2)s1,-1,0,4,0.96,1.3,-26,-31,6
CCOC(=O)C1CCN(C(=O)CCS(=O)(=O)c2ccc3c(c2)n(C)c(=O)c(=O)n3C)CC1,0,-3,1,0.99,0.94,1,6,1
COc1cc(-n2c(-c3ccccc3)n[nH]c2=S)c(OC)cc1Cl,-3,-3,8,0.92,1.1,50,-8,7
CCOC(=O)c1ccc(NC(=O)COc2ccc(S(=O)(=O)NC(C)C)cc2)cc1,-4,-7,2,0.98,0.88,-1,12,-13
CC1CN(c2ccccc2)CCN1C(=O)c1cc(COc2c(F)cccc2F)on1 (stereo not given),-4,-3,-5,1.1,0.94,11,6,23
O=C1/C(=C/c2ccc3c(c2)OCO3)CCC/C1=C\c1ccc2c(c1)OCO2,-1,1,23,0.77,0.98,10,2,17
O=C(NCCNC(=O)c1ccccn1)c1ccc(-c2ccccc2)cc1,-3,-3,-7,1.1,0.9,1,10,0
O=C1/C(=C\c2ccccc2Cl)SC(=S)N1CCC(=O)N1CCCc2ccccc21,-2,-9,23,0.77,1,2,-5,37
COC(=O)C1=C(C)N(C)C(=O)/C1=C\c1ccco1,-2,2,5,0.95,0.82,0,18,-5
Fc1ccc(OCc2nc(-c3ccc(Br)o3)no2)c(F)c1,-3,4,1,0.99,0.86,2,14,-6
COc1ccc(Cc2nnc(NC(=O)c3c(-c4ccccc4)noc3C)s2)cc1OC,-5,/,-11,1.1,0.99,/,1,/
Cc1cccc(C(C(=O)NCc2ccc(F)cc2)N(C(=O)c2csnn2)C2CC2)c1 (stereo not given),-3,3,6,0.94,1.1,-2,-6,1
O=C(c1ccccc1)N(Cc1nc2ccccc2c(=O)[nH]1)C1CCCCC1,-1,-5,-1,1,1,-11,-1,1
CCOc1ccc(S(=O)(=O)n2cc(-c3ccccc3)c(N)n2)cc1,-2,-9,5,0.95,0.86,0,14,4
Cc1c(Br)cc(C(=O)N2CCCCCC2)c(C)c1C,-3,2,-3,1,1.1,5,-8,5
C=CCNC(=O)/C(=C\c1ccc(Br)cc1)NC(=O)c1ccccc1OC,-1,-17,3,0.97,0.95,25,5,-8
CCCOc1ccc(N2C(=O)CC(N3CCC(c4nncn4CC)CC3)C2=O)cc1 (stereo not given),3,-10,15,0.85,1,2,-3,0
Cc1ccsc1/C=N/NC(=O)C1C(=O)NCC1c1ccccc1 (stereo not given),-3,4,1,0.99,0.94,27,6,-12
Cn1c(SCc2ccccc2Cl)nc(C(F)(F)F)cc1=O,-7,-1,6,0.94,1.2,-2,-17,2
COc1cccc(/C=N/NC(=O)CNC(=O)c2cccnc2)c1O,-3,-4,6,0.94,1.5,-58,-54,8
Cc1cc2nnc(SCC(=O)N3CCCCC3)n2c(N)n1,-2,-5,-10,1.1,0.98,8,2,-4
NS(=O)(=O)c1ccc(CCNC(=O)c2nc(CS(=O)(=O)c3ccc(Cl)cc3)no2)cc1,3,5,19,0.81,1,-1,-4,-7
COc1ccc(OC)c(-c2cc(C(=O)Nc3ccccc3C(N)=O)c3ccccc3n2)c1,3,-4,16,0.84,1.2,12,-18,-14

# (next part)
SMILES,APOBEC3A inh,HKDC1 inh,mIAP block,mIAP act,hIAP act,PfGluPho inh,hIAP block,ATG4B inhibitor
Cc1cc(C)c(C)c(S(=O)(=O)N2CCC(C(=O)OCC(=O)NC3CCS(=O)(=O)C3)CC2)c1C (stereo not given),-1,-5,-1,1,1,-15,-5,-5
CCCc1cc(=O)[nH]c(SCC(=O)N2CCC(C(=O)OCC)CC2)n1,-1,1,-1,1,1.1,-20,-6,-14
CSC1=C(C#N)C(c2ccccc2Cl)C(C(=O)c2cccs2)C(O)(C(F)(F)F)N1 (stereo not given),-1,-5,0,0.99,1,-17,-5,-14
Cc1ccc(C2C3=C(CC(C)(C)CC3=O)Nc3n[nH]c(C)c32)cc1 (stereo not given),-4,-2,-1,1,1.2,-23,-22,9
CCOc1ncccc1C(=O)OCC(=O)c1cc(OC)c(OC)c(OC)c1,0,-1,6,0.94,1,9,-2,-7
O=C(/C=C/c1ccccc1F)c1cccc([N+](=O)[O-])c1,1,22,14,0.86,0.96,10,4,16
COc1ccc(OC)c(NC(=O)C(=O)NNC(=O)c2cccs2)c1,1,-8,29,0.71,1,-21,0,-4
Cc1ccc(S(=O)(=O)N2CCOC2CNC(=O)C(=O)NCc2cccnc2)cc1 (stereo not given),-3,-6,-5,1,0.85,-2,15,-12
COc1ccccc1NC(=O)C(=O)N/N=C(\C)CC(=O)Nc1ccccc1C(F)(F)F,-2,-10,11,0.89,1.1,-8,-6,7
CCn1ccc(C(=O)NC2=NCCS2)n1,-1,-1,-2,1,0.91,16,9,-3
CC(=O)NCCOc1nc(N2CCCCC2)nc(N2CCCCC2)n1,-2,-5,-7,1.1,0.99,-5,1,-9
COc1ccc(OCC(=O)NNC(=O)c2ccccn2)cc1,3,-2,22,0.78,0.91,-14,9,-8
C/C=C(\C)CN1CCC(Oc2cccc(C(=O)NCc3ccccn3)c2)CC1,0,1,-3,1,0.98,-17,2,16
COC(=O)[C@@H]1[C@@H](C)N(Cc2ccccc2)C(=O)N[C@H]1c1ccccc1,1,0,7,0.93,0.97,-3,2,-5
Cc1cc(C)n2nc(C(=O)OCCOc3ccc(Br)cc3)nc2n1,0,0,-6,1.1,0.91,-3,10,-2
CC(C)CCN1CC(O)=C(c2nc3ccccc3[nH]2)C1=N,-2,-5,-6,1.1,0.84,8,16,-2
CCOc1ccc(NC(=O)CC(C)S(=O)(=O)c2ccc3c(c2)NC(=O)CO3)cc1 (stereo not given),-1,-6,4,0.96,1.3,-1,-28,-8
CCn1c(SCC(=O)N/N=C/c2cc(OC)c(O)c(OC)c2)nc2ccccc21,0,-8,4,0.95,0.91,17,9,-4
Nc1c(/C=C2/C=CC(=O)C(O)=C2)c(=O)nc2sc(CC(=O)N3CCCC3)nn12,9,7,58*,0.42,0.52,-5,48*,21
C#CCNC(=O)C1=C[C@H](c2coc3ccccc3c2=O)C[C@H](OCCCCO)O1,-6,-4,-1,1,1,14,-4,-6
Cc1cccc(OCC(=O)Nc2ccc(S(=O)(=O)Nc3cc(C)nc(C)n3)cc2)c1,1,-3,9,0.91,0.92,-17,8,1
COCCNC(=S)N/N=C(\C)c1cccc(OC)c1,-6,2,-9,1.1,1.1,2,-10,-4
COc1ccc(OC)c(/C=C/C(=O)OCC(=O)NCc2cccs2)c1,0,-2,-4,1,1.1,-6,-14,-11

# Source: PubChem (Sanford-Burnham Center for Chemical Genomics)
